# Screens as filed in PubChem BioAssay.
# A3A deaminase = human APOBEC3A DNA deaminase inhibition | recombinant A3A, FAM/TAMRA ssDNA deamination fluorescence | actives 0.41% (n = 330,000) | inhibition, % at 20 µM | P31941;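 active = at least 40% inhibition at 20 µM here, with at most 30% in a related deaminase screen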;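 note: plate controls were A3A with DMSO for no effect and wells lacking A3A enzyme for full effect; some results filed as inactive read as strong as hits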
# Target sequence (P31941 whole entry, looked up): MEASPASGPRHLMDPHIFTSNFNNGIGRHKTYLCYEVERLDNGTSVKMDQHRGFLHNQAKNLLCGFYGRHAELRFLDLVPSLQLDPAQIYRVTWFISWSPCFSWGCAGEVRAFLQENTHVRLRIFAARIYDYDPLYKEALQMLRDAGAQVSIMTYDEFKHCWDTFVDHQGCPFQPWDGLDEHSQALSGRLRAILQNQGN
# NLRP3 yeast inh = blocks the NALP3 inflammasome reconstituted in yeast. Yeast reconstituted NLRP3/ASC/caspase-1, beta-gal luminescence, 24 h. inhibition, % at 10 µM. actives 0.39% (n = 330,000). AID 2825;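 active = inhibition of 50% or more; inactive = inhibition below 50%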;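 note: plate controls were induced DMSO wells for no effect and uninduced yeast grown without galactose for full effect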
# mIAP activ = mouse IAP activation. muIAP, CDP-Star luminescence, 30 min; stronger effect = higher value; 1 = vehicle-only enzyme signal, 0 = enzyme-free wells. AID 2805. actives 0.24% (n = 330,000). activation factor at 10 µM;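 active = activation factor of at least 2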; note: the source names both 10 and 20 µM as test concentration; values of inactives mirror those of a sister screen read the other way
#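 also added = chemiluminescent substrate CDP-Star | test system = mouse IAP enzyme | signal = chemiluminescence readout | compound = DMSO-dissolved test compounds | incubation = 30 min at room temperature | benchmarks = DMSO wells, no-enzyme wells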
# hIAP act = increases human intestinal alkaline phosphatase activity | P09923 | purified human IAP, CDP-Star luminescence, 30 min; stronger effect = higher value; 1 = vehicle-only enzyme, 0 = enzyme-free background | activation factor at 10 µM | actives 0.16% (n = 330,000);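 active = activation factor of the enzyme at least 2-fold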; note: the source names both 10 and 20 µM as test concentration; values of inactives mirror those of a sister screen read the other way
# SENP1 FRET inh = inhibitors of human SENP1 SUMO protease catalytic domain; Q9P0U3; recombinant SENP1 catalytic domain, CyPet-SUMO1-YPet FRET cleavage; inhibition, % at 10 µM; actives 0.21% (n = 360,000); AID 624204;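 active = inhibition at least 30% at 10 µM, raw YFP signal under a set limit, fluorescence ratio 0.5 to 1.5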;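 note: 0% = enzyme with DMSO and 100% = no enzyme wells; some results filed as inactive read as strong as hits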
# Target sequence (Q9P0U3 419-644 limits assumed): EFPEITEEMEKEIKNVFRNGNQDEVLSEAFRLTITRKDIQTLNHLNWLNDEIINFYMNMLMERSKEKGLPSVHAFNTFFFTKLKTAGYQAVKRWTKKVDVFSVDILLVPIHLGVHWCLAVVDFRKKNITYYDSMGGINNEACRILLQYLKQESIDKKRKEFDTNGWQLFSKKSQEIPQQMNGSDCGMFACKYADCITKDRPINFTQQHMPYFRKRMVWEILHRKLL
#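 Material – human SENP1 catalytic domain · Input – SENP1 enzyme, 20 pM final · Compound dosing – single concentration of 10 µM compound, 0.5% DMSO final · Timing – enzyme reaction for 50 min at room temperature, dark · Measured by – FRET fluorescence in CFP and YFP emission channels · Control set – no-enzyme wells low, DMSO-plus-enzyme wells high control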
# hIAP inh = blocks human intestinal alkaline phosphatase; P09923; actives 0.12% (n = 330,000); purified IAP, CDP-Star luminescence, 30 min; inhibition, % at 10 µM;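 active = inhibition reaching a set limit with compound at 10 µM in the primary screen, cut at about 35% in these data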;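 note: plate controls were DMSO wells with enzyme for no effect and no-enzyme buffer wells for full effect; values of inactives mirror those of a sister screen read the other way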
# APOBEC3G inh = APOBEC3G (human) deaminase inhibition. Q9HC16. recombinant A3G, ssDNA deamination FAM/TAMRA fluorescence. inhibition, % at 20 µM. actives 0.28% (n = 330,000);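 active = inhibition of at least 40% at 20 µM, with no more than 30% in the related APOBEC3A deaminase screen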;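 note: plate controls were DMSO wells with A3G for no effect and wells lacking A3G enzyme for full effect; some compounds called inactive have numbers as strong as hits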
# Target sequence (Q9HC16 whole entry, looked up): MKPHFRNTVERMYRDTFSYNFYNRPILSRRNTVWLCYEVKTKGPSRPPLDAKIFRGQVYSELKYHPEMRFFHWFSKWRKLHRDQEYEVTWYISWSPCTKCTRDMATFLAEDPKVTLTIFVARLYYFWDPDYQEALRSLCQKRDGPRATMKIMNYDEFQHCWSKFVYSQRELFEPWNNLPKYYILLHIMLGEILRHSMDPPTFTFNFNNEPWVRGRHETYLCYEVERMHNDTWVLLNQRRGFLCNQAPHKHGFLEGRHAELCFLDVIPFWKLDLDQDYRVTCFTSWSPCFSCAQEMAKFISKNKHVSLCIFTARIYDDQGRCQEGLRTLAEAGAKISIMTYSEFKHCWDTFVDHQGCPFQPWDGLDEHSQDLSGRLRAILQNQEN
# mIAP inh = mouse IAP inhibition; actives 0.2% (n = 330,000); inhibition, % at 10 µM; purified mouse IAP, CDP-Star luminescence, 30 min;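 active = inhibition of at least 40% at 10 µM in the primary screen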;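 note: plate controls were DMSO with enzyme for no effect and no enzyme wells for full effect; values of inactives mirror those of a sister screen read the other way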
# beta cell repl = induces beta-cell replication in MIN6 cells. MIN6 cells proliferation, ATPlite luminescence, 48 h; cells starved in 0.2% serum; 100% = growth in 10% serum. proliferation, % at 10 µM. actives 0.29% (n = 330,000);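 active = compounds whose signal lies at least 3.5 SD above the mean of all wells on their plate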;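 note: 0% = DMSO-treated cells in low-serum medium and 100% = 10% serum control; some compounds called inactive have numbers as strong as hits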
# The depositor's hits bear a star; . = no result given. This is a subset (hit frequency here may not be typical).
SMILES,A3A deaminase,NLRP3 yeast inh,mIAP activ,hIAP act,SENP1 FRET inh,hIAP inh,APOBEC3G inh,mIAP inh,beta cell repl
O=C(CCc1c[nH]c2ccccc12)Nc1ncccc1O,-2,23,0.93,0.93,-1,7,-4,7,2
O=C(CCCn1c(=O)c2ccccc2n(Cc2ccccc2)c1=O)NCc1ccco1,-1,9,1,0.97,2,3,-6,-2,4
Cn1c(NC(=O)c2cc(Br)ccc2Cl)cc(=O)n(C)c1=O,1,11,0.99,1.2,2,-21,-9,1,-3
Cc1cc(C)n2nc(C(=O)Nc3nnc(C4CC4)s3)nc2n1,0,7,1,1.2,3,-21,-1,0,-4
CC1=NN(C(=O)CSCc2ccccc2)C(O)(c2ccc(Cl)cc2)C1 (configuration not stated),1,-11,0.99,1.2,3,-22,7,0,-5
Cn1c(=O)[nH]c(=O)c2c1nc(CN1CCN(c3cccc(Cl)c3)CC1)n2CCc1ccccc1,-8,7,0.98,1,3,-2,-6,2,-5
COc1ccc(NC(=O)c2ccc(-n3c(C)ccc3C)cc2)c(OC)c1,3,11,0.92,0.97,-6,3,-3,8,0
Cc1nc(N2CCC(C(N)=O)CC2)c2c(-c3cccs3)csc2n1,-5,20,1.1,1.2,-6,-23,-6,-6,2
O=C(O)CCc1nn2c3ccccc3nc2n(CCN2CCCCC2)c1=O,-2,23,0.96,1.2,1,-15,-6,4,-1
COc1ccc(CN2CCC(=O)NC2=O)cc1,-6,-2,0.92,0.95,-1,5,-7,8,-1
Cc1cc(C)nc(SCC(=O)NN)n1,-1,-9,0.91,0.93,0,7,-5,9,2
O=C(Nc1ccc(S(=O)(=O)Nc2ncccn2)cc1)c1ccccc1Cl,4,9,1.1,1.1,0,-6,4,-9,-3
S=c1[nH]nc(CCc2ccccc2)n1Cc1ccccc1,-1,15,0.91,0.91,2,9,11,9,2
COc1ccc(COC(=O)c2cccc(S(=O)(=O)N3CCN(C(C)=O)CC3)c2)cc1,1,7,1,0.94,4,6,0,-3,1
CCO[C@H]1OC(C(=O)NCc2ccccc2)=C[C@@H](C2CCCCC2)[C@@H]1CCCO,-2,8,0.99,1.2,-2,-24,-7,1,-4
O=C(NC(=S)Nc1ccc(S(=O)(=O)N2CCCCC2)cc1)c1ccccc1,-4,9,0.74,1.2,0,-18,-2,26,-4
CCC(=O)OCC(=O)Nc1cc([N+](=O)[O-])ccc1OC,3,6,1.1,0.9,-4,10,-5,-10,-2
CCOc1ccc(Oc2ccccc2NC(=O)C2=COCCO2)cc1,-1,27,0.91,0.88,2,12,-6,9,0
COc1ccc(S(=O)(=O)Nc2ccc(N3CCOCC3)cc2)cc1,0,7,0.86,0.84,2,16,-1,14,-1
Cc1cccc2c(C(=O)Nc3ccc(Br)cc3)cc(-c3ccccn3)nc12,3,-7,0.94,0.94,-4,6,0,6,-4
O=C(Cn1nnc2ccccc21)Nc1ccc(Cl)cn1,0,16,0.99,1.2,0,-20,-1,1,-1
CCOC(=O)c1cccc(-c2ccc(C=O)o2)c1,4,25,0.96,0.87,-2,13,0,4,-2
NC(=O)C1CCN(CC(=O)NC2CCCc3ccccc32)CC1 (configuration not stated),3,-7,0.98,0.95,0,5,-3,2,0
Cc1ccc(NS(=O)(=O)c2cccc(C(=O)N3CCN(C(=O)c4ccco4)CC3)c2)cc1,-3,4,1.1,0.96,0,4,-7,-6,2
CC(C)(C)Nc1nc(Oc2ccc(=O)n(-c3ccccc3)n2)nc(N2CCOCC2)n1,-1,-9,0.88,0.92,2,8,-1,12,0
CCOc1ccccc1NC(=S)N(CCOC)C1CCN(C(C)=O)CC1,1,6,0.99,0.95,1,5,-3,1,-2
CN(CC(=O)Nc1ccc(F)cc1)C(=O)COC(=O)c1ccc(-c2ccccc2)cc1,1,20,0.99,0.99,3,1,-3,1,1
C/C(Nc1ccc(Cl)cc1)=C(/C#N)C(N)=O,-4,14,0.96,1.1,1,-9,-10,4,0
CC(C)c1ccc(NC(=S)NC2CCN(Cc3ccccc3)CC2)cc1,-4,27,1.3,0.84,-1,16,-7,-33,0
COc1ccc(N=C2O/C(=C/c3sc(=S)n(CC4CCCO4)c3O)N=C2C#N)cc1 (configuration not stated),-1,21,0.79,0.88,0,12,-4,21,-3
CCP(=O)(c1cccc([N+](=O)[O-])c1)c1cccc([N+](=O)[O-])c1,-1,11,0.9,0.93,2,7,-7,10,2
CC(C)(C)OC(=O)Nc1ccc([C@H](NC(=O)OC(C)(C)C)C(=O)OC(C)(C)C)cc1,0,14,1,0.89,4,11,-6,0,-1
CCOC(=O)c1c(NC(=O)CSc2nnnn2-c2ccc(OC)cc2)sc(C)c1C,-1,3,0.73,0.79,1,21,45*,27,-6
Cc1noc(C)c1C(=O)OCC(=O)Nc1cc(Cl)ccc1Oc1ccccc1,3,16,1,1,2,-5,0,0,-4
Clc1ccccc1CSc1nnc(-c2ccccn2)n1Cc1ccco1,-1,-69,0.99,1,-6,-2,-5,1,2
O=C(NCCc1ccccn1)c1cncc(Br)c1,0,-1,0.99,1.2,0,-19,3,0,0
CCCc1cc(N2CCCC2)n2nc(C)c(-c3ccccc3)c2n1,-2,28,1.1,1.1,2,-6,-2,-12,-6
CCN(CC)C(=O)COC(=O)c1ccc(O)cc1,2,-11,1,0.98,-2,2,-1,-4,-3
C=CCn1c(SCC(=O)Nc2ccc3c(c2)OCO3)nnc1-c1ccccc1,-2,8,1.1,1.2,3,-23,-4,-8,0
COc1ccc(O[C@H]2C=C[C@@H](c3ccccc3)O[C@@H]2COC(=O)CC/C(C)=N/O[C@@H](C)CN2CCCCc3nc(C)c(C)cc32)cc1,1,-3,1,0.85,.,14,-6,0,-8
O=C(/C=C/c1ccc(-c2ccccc2[N+](=O)[O-])o1)c1ccc(Br)cc1,-4,2,0.88,0.97,-32,3,-7,12,-6
Cc1c(CCOC(=O)C23CC4CC(CC(C)(C4)C2)C3)sc[n+]1Cc1ccccc1,-1,23,0.57,0.95,1,5,-1,43*,-5
NC(=O)C1CCN(Cc2nc(-c3ccccc3)no2)CC1,1,12,1.1,1.1,-2,-8,-2,-7,-5
O=C1N/C(=N/O)S/C1=C\c1ccccc1-n1cccn1,-3,3,0.93,0.92,3,8,-6,7,1
O=C(Cc1n[nH]c(=O)c2ccccc12)Nc1cccc(S(=O)(=O)N2CCCCCC2)c1,0,10,1.1,1.2,0,-19,-3,-7,0
CCCCC(O)(c1ccc(OC)cc1)C(CN1CCOCC1)c1ccccc1 (configuration not stated),0,13,1.1,1,3,-4,-6,-9,0
CCN(CC)CCCN=Cc1c(O)n(-c2c(C)cccc2C)c(=O)c2ccccc12,2,15,0.9,0.87,-5,13,-2,10,-1
O=C(Nc1nnc(SCc2c(Cl)cccc2Cl)s1)C1CC(=O)N(c2ccc3c(c2)OCCO3)C1 (configuration not stated),64*,32,0.89,0.89,-5,11,21,11,-2
COc1ccc([C@H]2CC(=O)c3c(O)cc(O)cc3O2)cc1O,-5,10,0.92,1.1,2,-8,-6,8,2
O=C(O)c1ccc(CNC(=O)c2ccc3c(c2)OCCO3)cc1,-3,9,0.98,0.96,-2,4,-8,2,-3
N#Cc1nc(-c2ccco2)oc1NCCCn1ccnc1,2,3,0.97,1,-12,-2,-8,3,-1
S=c1nn[nH]n1C12CC3CC(CC(C3)C1)C2,-7,-18,0.99,1.2,1,-20,20,1,-1
CCN(CC)C(=O)Cn1cc(S(=O)(=O)CC(=O)N2CC(C)OC(C)C2)c2ccccc21 (configuration not stated),-5,10,0.96,1.1,-1,-9,-9,4,2
Cc1ccn2cc(-c3cccc(NC(=O)CCC(=O)O)c3)nc2c1,-5,6,0.95,1,0,0,-7,4,-4
COc1ccc(/C=C(/NC(=O)c2ccccc2)C(=O)NCc2ccco2)cc1,-1,18,1,1,0,-2,-8,0,2
CCOC(=O)C1(Cc2ccc(OC)cc2)CCN(C(=O)c2cccc3nccnc23)CC1,-1,12,0.95,0.75,1,25,-1,5,2
CC1CN(C(=S)Nc2ccccc2)CC(C)O1 (configuration not stated),-8,16,0.98,1.2,14,-16,-6,2,1
Cc1ccc(CCNS(=O)(=O)c2cc3c(cc2C)NC(=O)CO3)cc1,-3,15,0.98,0.92,0,8,5,2,0
Cc1ccc(NC(=O)CSc2nc(N)cc(=O)[nH]2)cc1S(=O)(=O)N1CCOCC1,-3,-7,1.1,1.1,-2,-6,-7,-8,2
CCOC(=O)N1CCN(C(=O)CCN2C(=O)COc3ccccc32)CC1,-6,14,0.95,0.99,2,1,-8,4,-2
# (more compounds)
SMILES,A3A deaminase,NLRP3 yeast inh,mIAP activ,hIAP act,SENP1 FRET inh,hIAP inh,APOBEC3G inh,mIAP inh,beta cell repl
COc1ccc(-n2nc3c(N)n[nH]c3cc2=O)cc1,0,12,0.99,1,22,-4,-2,1,0
COc1ccc(CC(=O)NC2CCCc3ccccc32)cc1 (configuration not stated),-5,-3,1.1,0.97,0,3,-5,-8,-5
CCOc1ccc(NC(=O)[C@@H]2CCCN2C(=O)c2cccs2)cc1S(=O)(=O)N1CCCCC1,5,16,0.78,0.98,0,2,-1,22,-2
O=C(OCC(=O)N1CCN(C(=O)c2ccco2)CC1)c1cc(-c2ccco2)nc2ccccc12,63,23,0.84,1.1,7,-10,57,16,-1
Cc1ccc2c(nc3s/c(=C\c4ccc(-c5ccccc5C(=O)O)o4)c(=O)n32)c1C,29,16,0.81,0.77,-22,24,6,19,-3
COc1cc(NS(=O)(=O)c2ccc(NC(=O)CN3C(=O)c4ccccc4C3=O)cc2)nc(OC)n1,-6,6,1,1.2,0,-22,-7,-2,-2
Cc1cccc(C2c3[nH]c4ccccc4c3CCN2C(=O)c2nn(C)c(=O)c3ccccc23)n1 (configuration not stated),-3,2,0.97,0.92,3,8,-7,3,0
CN(Cc1cn(C)nc1-c1cccc(Cl)c1)Cc1nccn1C,5,-1,0.95,0.94,4,6,3,5,0
COc1ccccc1-c1noc(-c2cccs2)n1,-2,-7,0.96,0.87,2,13,-4,4,-5
NC(=S)N/N=C\c1ccc(-c2cccc(Cl)c2Cl)o1,-3,24,0.79,0.97,-11,3,-14,21,-4
COc1ccc(CC(=O)OCC(=O)c2ccc(OC)cc2)cc1,0,8,1.1,1,1,-1,-6,-7,-1
COc1ccc(NC(=O)N(C)C[C@H]2Oc3ccc(NC(=O)Cn4cnnn4)cc3C(=O)N([C@H](C)CO)C[C@@H]2C)cc1,-1,8,0.99,1,-5,-2,-3,1,-1
CN(C(=O)c1ccco1)c1nc(-c2ccccc2)cs1,-7,40,0.91,1,-1,0,-4,9,-2

# 3 records picked at random from the list so far:
SMILES,A3A deaminase,NLRP3 yeast inh,mIAP activ,hIAP act,SENP1 FRET inh,hIAP inh,APOBEC3G inh,mIAP inh,beta cell repl
COc1ccc(NC(=O)N(C)C[C@H]2Oc3ccc(NC(=O)Cn4cnnn4)cc3C(=O)N([C@H](C)CO)C[C@@H]2C)cc1,-1,8,0.99,1,-5,-2,-3,1,-1
Cc1cccc(C2c3[nH]c4ccccc4c3CCN2C(=O)c2nn(C)c(=O)c3ccccc23)n1 (configuration not stated),-3,2,0.97,0.92,3,8,-7,3,0
COc1ccc(-n2nc3c(N)n[nH]c3cc2=O)cc1,0,12,0.99,1,22,-4,-2,1,0
